USP7 inh = inhibitors of human USP7 deubiquitinase | purified USP7, Ub-rhodamine cleavage fluorescence | 47,000 tested, 0.3% active | inhibition, % at 20 µM
Target sequence (Q93009 whole entry, looked up): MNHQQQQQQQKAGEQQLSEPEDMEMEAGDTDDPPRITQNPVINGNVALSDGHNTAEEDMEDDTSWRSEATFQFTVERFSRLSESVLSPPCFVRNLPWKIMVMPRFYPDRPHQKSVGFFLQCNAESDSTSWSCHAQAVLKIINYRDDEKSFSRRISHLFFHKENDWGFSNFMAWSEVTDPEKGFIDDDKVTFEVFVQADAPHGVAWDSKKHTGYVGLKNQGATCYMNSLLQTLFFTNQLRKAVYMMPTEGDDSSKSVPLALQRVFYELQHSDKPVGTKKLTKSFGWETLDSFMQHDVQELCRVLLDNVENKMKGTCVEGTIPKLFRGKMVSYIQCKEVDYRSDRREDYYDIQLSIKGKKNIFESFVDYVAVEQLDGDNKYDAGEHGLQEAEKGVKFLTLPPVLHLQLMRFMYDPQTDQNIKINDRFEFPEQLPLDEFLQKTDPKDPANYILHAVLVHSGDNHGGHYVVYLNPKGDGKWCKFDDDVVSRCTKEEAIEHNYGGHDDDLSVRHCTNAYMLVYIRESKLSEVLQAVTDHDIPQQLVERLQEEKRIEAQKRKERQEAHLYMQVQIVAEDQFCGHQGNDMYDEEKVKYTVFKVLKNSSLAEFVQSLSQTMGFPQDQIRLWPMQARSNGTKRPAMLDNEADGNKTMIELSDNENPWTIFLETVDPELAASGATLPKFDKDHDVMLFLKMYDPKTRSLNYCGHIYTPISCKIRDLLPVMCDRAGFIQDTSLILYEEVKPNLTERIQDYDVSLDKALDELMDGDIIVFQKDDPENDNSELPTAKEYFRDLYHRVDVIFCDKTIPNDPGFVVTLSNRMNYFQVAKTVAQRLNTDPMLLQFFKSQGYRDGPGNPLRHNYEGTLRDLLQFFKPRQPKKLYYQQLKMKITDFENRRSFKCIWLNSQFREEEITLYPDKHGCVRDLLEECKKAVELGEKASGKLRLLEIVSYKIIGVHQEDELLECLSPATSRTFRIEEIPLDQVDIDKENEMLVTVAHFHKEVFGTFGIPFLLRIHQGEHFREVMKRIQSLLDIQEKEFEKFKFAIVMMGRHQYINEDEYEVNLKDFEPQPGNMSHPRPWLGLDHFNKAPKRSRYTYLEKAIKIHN
USP28 inh = inhibitors of human USP28 deubiquitinase; AID 1645857; Q96RU2; 47,000 tested, 3% active; inhibition, % at 25 µM; purified USP28, Ub-rhodamine cleavage fluorescence, 30 min
USP8 inh = blocks human USP8 ubiquitin-rhodamine cleavage | inhibition, % at 20 µM | purified USP8, Ub-rhodamine cleavage fluorescence, 30 min | AID 1645853 | 47,000 tested, 4.2% active
USP10 inh = blocks human USP10 ubiquitin-rhodamine cleavage; Q14694; purified USP10, Ub-rhodamine fluorescence, 60 min; inhibition, % at 20 µM; 47,000 tested, 1.1% active; AID 1645856
USP30 block = human USP30 deubiquitinase inhibition. Q70CQ3. purified USP30, Ub-rhodamine cleavage fluorescence. inhibition, % at 25 µM. 47,000 tested, 5.3% active. AID 1645860
OTUD3 inh = blocks human OTUD3 ubiquitin-rhodamine cleavage. purified OTUD3, Ub-rhodamine fluorescence, 2 h. inhibition, % at 25 µM. 47,000 tested, 0.7% active. AID 1645858
UCHL1 inh = human UCHL1 deubiquitinase inhibition. P09936. purified UCHL1, Ub-rhodamine cleavage fluorescence. inhibition, % at 20 µM. 47,000 tested, 0.2% active
USP17 inh = human USP17-like deubiquitinase inhibition | A8MUK1 | purified USP17, Ub-rhodamine cleavage fluorescence, 3 h | inhibition, % at 50 µM | 47,000 tested, 6.5% active | AID 1645855
Numbers without * were called inactive; i = inactive; x = no result given. Rule as the data show it: active = inhibition above about 30%; inactive = the rest.

no. | compound | USP8 inh | USP10 inh | USP17 inh | USP30 block | USP28 inh | UCHL1 inh | OTUD3 inh | USP7 inh
1 | CC1(c2ccccc2F)NC(=O)c2ccccc2N1 (stereo unspecified) | 26.3 | 1.4 | 16.7 | -9.5 | 17.2 | 3.0 | 17.6 | 3.0
2 | O=c1cc(CN2CCc3ccccc32)cc[nH]1 | 32.6* | -7.4 | -86.1 | i | -102.9 | -8.9 | -106.7 | -16.9
3 | CN(C)S(=O)(=O)c1cccc(C(=O)N2CCSc3ccc(Cl)cc32)c1 | 4.5 | 0.3 | 4.9 | 0.2 | 9.9 | 0.9 | 0.9 | -5.2
4 | COC(=O)c1ccccc1NC(=O)CN1C(=O)CCc2ccccc21 | -19.1 | -12.1 | -15.9 | -43.4 | -10.4 | -11.7 | -12.0 | -12.4
5 | CNC(=O)c1cnn2c(C3CCN(Cc4ccccc4F)CC3)ccnc12 | 2.4 | 4.3 | 6.5 | 7.8 | 0.9 | 1.1 | 5.2 | 0.3
6 | COc1ccc(-c2nsc(NC(=O)C(C)Oc3ccccc3F)n2)cc1 (stereo unspecified) | 25.0 | 10.2 | 17.5 | 12.7 | 17.5 | 6.1 | 29.0 | 7.8
7 | C=C1NC(=O)c2c(sc(C(=O)OCC(=O)Nc3c(Cl)cccc3Cl)c2C)N1 | 1.0 | 3.5 | 6.5 | 5.2 | 9.1 | 1.1 | -0.3 | 7.8
8 | Cc1cc(-c2cn[nH]c2C2CC2)on1 | 0.1 | -1.1 | 8.5 | 8.3 | -2.6 | -0.1 | 6.3 | 2.0
9 | Fc1cccc(-c2nnc3sc(-c4ccco4)nn23)c1 | 43.2* | 0.3 | -0.6 | -64.6 | 3.5 | 0.0 | -7.7 | 6.5
10 | Cc1cccc(NC(=O)Cn2c(=O)n(C3CC3)c(=O)c3nscc32)c1 | -21.1 | -5.5 | 11.6 | x | x | -4.3 | 13.7 | -2.3
11 | COCC1CN(C(=O)c2ccccn2)Cc2c1cnn2CC1CC1 (stereo unspecified) | -272.9 | -3.1 | -74.4 | -56.1 | -33.2 | -5.7 | -12.5 | -1.9
12 | O=C(CN(c1ccccc1)S(=O)(=O)c1ccccc1[N+](=O)[O-])NCc1ccccc1 | -76.1 | 5.4 | -0.3 | 7.1 | -0.7 | 0.8 | 3.6 | 1.4
13 | CCOc1ccc(NS(=O)(=O)c2cc(C(=O)N(C)C3CCN(C)CC3)ccc2C)cc1 | -41.1 | -0.8 | -11.8 | -38.6 | -12.8 | -6.4 | -5.1 | -6.0
14 | CCCCNC(=O)C1Sc2nnc(-c3ccccc3)n2NC1c1ccccc1 (stereo unspecified) | 6.5 | 25.6 | 1.1 | 50.5* | 5.8 | 0.0 | 15.2 | 3.1
15 | CCOc1nc2cccnc2n(CC(=O)Nc2cccc(OC)c2)c1=O | -13.0 | -2.7 | -27.9 | -39.4 | 9.7 | -2.8 | -4.2 | 0.5
16 | Cn1nc(C(=O)N2CCCCC2)c2c1CCN(C(=O)CCC(=O)NCc1ccccc1)C2 | 0.9 | -0.6 | 5.8 | 21.8 | 11.9 | 0.4 | 12.7 | 1.6
17 | Cc1cc(Cl)ccc1OCCCC(=O)Nc1nc2ccccc2s1 | -24.0 | -1.3 | -12.4 | -34.7 | -11.8 | -2.7 | -13.1 | 0.7
18 | COc1ccc2c(c1)c(N1CCCC1=O)c(C(=O)NCc1ccccn1)n2C | -0.8 | -2.7 | -7.8 | -18.1 | -13.4 | -3.8 | -0.9 | -3.5
19 | Cn1c(CCN2CCN(c3ccccn3)CC2)nc2cc(NC(=O)NC3CCCCC3)ccc21 | -1.3 | -3.8 | x | 9.8 | 2.7 | 0.5 | -0.3 | 1.9
20 | COc1ccc(C)cc1NC(=O)COc1ncnc2ccccc12 | 0.2 | 0.8 | -0.5 | 9.0 | 14.4 | 21.6 | 0.0 | -2.2
21 | COc1cccc(CCNC(=O)Cc2cc(-c3ccc(C)cc3)on2)c1 | -12.1 | -7.4 | -2.7 | -53.3 | -13.8 | -8.3 | -15.1 | -6.6
22 | CN1CCN(c2ccc(CNC(=O)c3cccc4c3CCN4C(=O)C3CC3)cc2)CC1 | 10.2 | 0.5 | -2.3 | 18.2 | 10.1 | -0.7 | 7.0 | 1.4
23 | COc1ccc(-c2nc(-c3nnn(Cc4ccccc4)c3C)no2)cc1OC | -1.8 | 5.5 | 5.7 | 0.9 | 23.4 | 1.8 | -0.1 | 5.3
24 | O=C(NC1CCCC1)c1ccccc1N1C(=O)[C@@H]2Cc3c([nH]c4ccccc34)C(c3ccc(F)cc3)N2C1=O (stereo partly specified) | 12.9 | -6.1 | 3.1 | -92.8 | -2.2 | 4.3 | -5.1 | 1.8
25 | Nc1cc(C2CCN(S(=O)(=O)c3ccccc3F)CC2)no1 | 20.0 | 2.4 | 13.6 | 25.5 | 7.2 | 2.9 | 13.6 | 11.1

Some of the entries so far, screen by screen.
20) COc1ccc(C)cc1NC(=O)COc1ncnc2ccccc12
21) COc1cccc(CCNC(=O)Cc2cc(-c3ccc(C)cc3)on2)c1
22) CN1CCN(c2ccc(CNC(=O)c3cccc4c3CCN4C(=O)C3CC3)cc2)CC1
23) COc1ccc(-c2nc(-c3nnn(Cc4ccccc4)c3C)no2)cc1OC
24) O=C(NC1CCCC1)c1ccccc1N1C(=O)[C@@H]2Cc3c([nH]c4ccccc34)C(c3ccc(F)cc3)N2C1=O (stereo partly specified)
25) Nc1cc(C2CCN(S(=O)(=O)c3ccccc3F)CC2)no1

assay / compound	20	21	22	23	24	25
USP8 inh	0.2	-12.1	10.2	-1.8	12.9	20.0
USP10 inh	0.8	-7.4	0.5	5.5	-6.1	2.4
USP17 inh	-0.5	-2.7	-2.3	5.7	3.1	13.6
USP30 block	9.0	-53.3	18.2	0.9	-92.8	25.5
USP28 inh	14.4	-13.8	10.1	23.4	-2.2	7.2
UCHL1 inh	21.6	-8.3	-0.7	1.8	4.3	2.9
OTUD3 inh	0.0	-15.1	7.0	-0.1	-5.1	13.6
USP7 inh	-2.2	-6.6	1.4	5.3	1.8	11.1

Next part:
no. | compound | USP8 inh | USP10 inh | USP17 inh | USP30 block | USP28 inh | UCHL1 inh | OTUD3 inh | USP7 inh
26 | CC(C)N1C(=O)C(C)(C(=O)NCc2ccccc2)Oc2cccnc21 (stereo unspecified) | -55.9 | -1.1 | -10.6 | -16.1 | -7.6 | -0.2 | -12.0 | -2.0
27 | CCCS(=O)(=O)N1CCC2(CCCN(c3ncc(F)cn3)C2)C1 (stereo unspecified) | -9.5 | 0.2 | 0.0 | 6.0 | 3.7 | 3.3 | 19.8 | 4.2
28 | COc1ccccc1C1CCN(Cc2c(C)[nH]c3ccccc23)CC1 | -6.6 | -4.5 | 0.3 | 31.0* | 15.9 | 2.1 | 5.8 | 5.4
29 | O=C(NCCc1nc2ccccc2n1Cc1ccccc1F)c1ccc(Cl)cc1 | 17.2 | 30.4* | 9.5 | 30.0 | 2.8 | 0.1 | 2.2 | -1.9
30 | Nc1c(-c2cccc(Cl)c2)cnn1-c1ccc(C(=O)O)cc1 | 17.8 | 0.1 | 12.6 | 15.7 | 8.7 | 1.3 | 6.3 | -0.4
31 | Cc1cc(CN2CC[C@H]3O[C@H](C(=O)NCc4ccco4)CC[C@H]32)no1 | -90.7 | -6.9 | -33.8 | -30.1 | -15.7 | -4.9 | -17.4 | -8.4
32 | Cc1nc2sccn2c(=O)c1NC(=O)Cc1ccc(Cl)cc1 | 1.1 | 2.9 | 5.9 | 6.5 | -0.1 | 0.9 | 4.4 | -2.1
33 | CCC(=O)N(C1CCOCC1)C1CCN(S(=O)(=O)c2ccc(C)c(C)c2)CC1 | 4.6 | -1.9 | -2.1 | 17.5 | 4.2 | 0.9 | 3.5 | 5.1
34 | C=C[C@@]1(C)CC[C@@]2(C)[C@@H](CC[C@]3(C)C(C)=C(O)C(=O)C[C@H]23)C1 | 1.3 | 10.7 | 42.8* | 37.4* | 11.8 | 1.1 | 24.2 | 9.5
35 | CCOC(=O)c1cc(NC(=O)c2cccs2)ccc1N1CCOCC1 | 5.3 | 1.5 | -0.1 | -6.6 | 3.2 | 1.2 | -0.2 | 0.5
36 | O=C(c1nnn(-c2ccc(C(F)(F)F)cc2)n1)N1CCN(c2ccccc2O)CC1 | 10.7 | 11.5 | 8.1 | 9.3 | 8.7 | 0.7 | 8.4 | 6.9
37 | CN(C(=O)NCc1ccco1)c1nc2c(s1)CN(Cc1ccccc1)C2=O | 5.4 | -5.5 | 26.8 | -42.0 | 1.7 | 2.9 | -3.5 | -11.6
38 | CCC(=O)N1CC[C@@H]2Oc3ccccc3S(=O)(=O)N(CC(C)C)[C@H]2CC1 | 12.0 | -0.6 | -3.2 | 25.7 | 6.1 | 3.4 | 10.9 | -5.3
39 | Cc1cccc(CC(=O)N2CCn3cnnc3C2)c1 | 5.2 | 3.4 | -0.8 | 1.6 | 0.5 | -2.8 | -0.4 | 2.8
40 | CN(C1CCCC1)C1CCN(C(=O)Nc2ccc(Cl)cc2)CC1 | -5.2 | -1.0 | -5.7 | 2.4 | 0.3 | -1.9 | -5.4 | -5.0
41 | O=c1[nH]c(-c2ccccn2)nc2c1CN(Cc1cccn1-c1ccc(O)cc1)CC2 | -323.9 | 0.1 | -66.3 | -29.8 | -9.2 | -3.0 | 2.4 | -1.3
42 | Cc1cc2nc(Cc3ccccc3)cc(=O)n2[nH]1 | -0.1 | 0.0 | -11.5 | -2.4 | 1.0 | 0.3 | 0.1 | 0.2
43 | COc1ccc(CNC(=O)c2[nH]cnc2C(=O)NCc2ccccn2)c(OC)c1 | -38.5 | 1.7 | 0.1 | 11.9 | 5.8 | 2.8 | 10.1 | 9.4
44 | CC(=O)Nc1ccc(-c2ccc(CO)o2)c(C)c1 | 15.3 | -5.5 | -10.8 | -48.5 | -7.2 | -1.9 | -1.5 | 0.0
45 | O=C(O)CCCC(=O)N1CCN(C2c3ccccc3-c3ccccc32)CC1 | 0.8 | 2.0 | 0.4 | -11.6 | -6.4 | -0.1 | -4.3 | -1.0
46 | COc1ccc(Cl)cc1C(=O)NC1CCSc2ccccc21 (stereo unspecified) | 4.8 | 5.4 | 8.5 | 9.1 | 10.1 | 3.3 | 0.9 | 3.6
47 | COc1ccc(CNc2ncc(C(=O)N3CCN(c4ccc(F)cc4)CC3)c(C)n2)cc1 | -12.2 | -2.1 | -13.7 | -33.3 | -21.2 | -3.2 | -12.4 | -2.7
48 | Cc1ccc(-c2nc3cccnc3n2C2CCN(C(=O)c3ccncc3)C2)cc1 (stereo unspecified) | -144.5 | 3.6 | -19.8 | -5.0 | -0.3 | -0.5 | 1.0 | -38.7
49 | Cc1nnc(NC(=O)C2CCN(C(=O)c3ccc(F)cc3)CC2)s1 | 17.3 | 3.6 | 16.2 | 3.9 | 14.9 | 1.4 | 7.1 | 2.7
50 | O=C(Cn1cc(S(=O)(=O)Cc2cccc(F)c2)c2ccccc21)N1CCCC1 | -0.4 | 4.5 | 0.3 | 11.0 | 8.3 | 2.8 | 3.3 | 4.4
51 | CC1CCc2[nH]nc(C(=O)N3CCN(C)CC3)c2C1 (stereo unspecified) | -1.0 | -0.7 | -11.2 | -7.8 | -8.6 | -2.8 | -16.0 | -0.6
52 | Cc1ccc(CNC(=O)Cn2c(=O)n(C3CC3)c(=O)c3nscc32)cc1 | -1.2 | -0.8 | 1.4 | -7.2 | -2.5 | -5.5 | -6.1 | -3.0
53 | Cc1cccn2c(=O)c3cc(C(=O)NCCCOC(C)C)n(Cc4ccccc4)c3nc12 | -7.9 | 2.1 | -10.1 | 0.5 | -12.9 | 6.7 | -0.8 | 4.3
54 | Cc1ccc(-c2nnc([C@H]3CCN(Cc4ccco4)C3)o2)cc1 | 8.9 | -4.5 | -21.6 | -208.6 | -33.8 | -21.0 | -44.0 | -21.5
55 | CC(=O)N1C[C@H]2[C@@H](C1)c1ccccc1[C@@H]2NC(=O)c1cccc2ncccc12 | -32.2 | -1.6 | -4.1 | -14.3 | -10.1 | -4.1 | 0.0 | 1.8
56 | CCOC(=O)c1ccc(NC(=O)COc2cccc3c2CCN(CC)C3=O)cc1 | -1.6 | 2.3 | 16.2 | 14.1 | 69.1* | -0.1 | 0.8 | 6.8
57 | CN1CN(C2CC(O)C(CO)O2)C(=O)NC1=O (stereo unspecified) | -1.7 | 2.6 | 11.0 | 19.3 | 13.1 | 1.8 | 15.7 | 4.6
58 | CN1CCN(c2ccc3nnc(CCC(=O)NC4CCN(Cc5ccccc5)CC4)n3n2)CC1 | 18.7 | 2.8 | 4.2 | 14.3 | 1.7 | 3.6 | 5.0 | 5.7
59 | CC(C)N1CCCn2cc(S(=O)(=O)NC3CCCCCC3)cc2C1=O | 4.7 | -0.4 | 0.0 | -22.8 | 0.6 | -3.7 | -5.1 | -0.8
60 | O=C(CN1C(=O)[C@@H]2CCCN2c2ncccc21)NCc1ccccc1F | 0.3 | -2.3 | -13.3 | -47.9 | -14.5 | -0.9 | -24.0 | -0.1
